NPR2 activator: GC-B (human) receptor activation. P20594. HEK293-GC-B cells, CNP EC30, cGMP TR-FRET; 0% at EC30 CNP, 100% saturating CNP. activation, % at 10 µM. hit rate 0.11% among 370,000. AID 1920062;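 active = activation at 10 µM reaching about 35% in either raw or pattern-adjusted values, limit read from the data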
MBD2 inh: blocks human MBD2 binding to methylated DNA. Q9UBB5. TR-FRET, MBD2 binding to methylated oligonucleotide. inhibition, % at 4.4 µM. hit rate 0.31% among 370,000. AID 686964; in the data active = inhibition above about 13%
mABHD4 FP: ABHD4 (mouse) inhibition, primary FP screen; AID 720543; Q8VD66; purified mABHD4, FP-Rh probe fluorescence polarization; hit rate 0.54% among 370,000; inhibition, % at 8.92 µM;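 active = inhibition exceeding the mean over every tested compound plus 3 SD, cut at about 30% in these data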;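 note: 0% = plate median of compound wells and 100% = S159A mutant with DMSO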
Target sequence (Q8VD66 whole entry, looked up): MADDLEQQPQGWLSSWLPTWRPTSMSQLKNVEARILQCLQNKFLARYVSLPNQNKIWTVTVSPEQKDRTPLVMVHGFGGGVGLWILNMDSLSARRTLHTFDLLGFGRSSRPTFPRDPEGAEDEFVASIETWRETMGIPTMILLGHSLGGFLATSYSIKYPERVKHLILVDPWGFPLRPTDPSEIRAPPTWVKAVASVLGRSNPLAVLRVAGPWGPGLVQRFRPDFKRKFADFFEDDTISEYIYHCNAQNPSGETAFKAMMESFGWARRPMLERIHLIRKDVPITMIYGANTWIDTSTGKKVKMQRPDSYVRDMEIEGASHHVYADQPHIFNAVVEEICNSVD
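assay system = mABHD4 protein | compound dosing = single nominal dose of 8.92 µM, 0.89% DMSO final | read-out basis = percent inhibition of probe binding, normalized to plate controls | schedule = Enzyme–compound pre-incubation 45 min, then probe 60 min, both 25 °C | detection = fluorescence polarization, excitation 525 nm, emission 598 nm, BODIPY TMR filters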
PRMT1 FP inh: blocks human protein arginine methyltransferase 1 | hit rate 1.3% among 370,000 | Q99873 | recombinant PRMT1, activity-based probe fluorescence polarization | inhibition, % at 2.79 µM;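 active = inhibition above about 21% made by adding two undisclosed values, limit read from the data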
Target sequence (Q99873 whole entry, looked up): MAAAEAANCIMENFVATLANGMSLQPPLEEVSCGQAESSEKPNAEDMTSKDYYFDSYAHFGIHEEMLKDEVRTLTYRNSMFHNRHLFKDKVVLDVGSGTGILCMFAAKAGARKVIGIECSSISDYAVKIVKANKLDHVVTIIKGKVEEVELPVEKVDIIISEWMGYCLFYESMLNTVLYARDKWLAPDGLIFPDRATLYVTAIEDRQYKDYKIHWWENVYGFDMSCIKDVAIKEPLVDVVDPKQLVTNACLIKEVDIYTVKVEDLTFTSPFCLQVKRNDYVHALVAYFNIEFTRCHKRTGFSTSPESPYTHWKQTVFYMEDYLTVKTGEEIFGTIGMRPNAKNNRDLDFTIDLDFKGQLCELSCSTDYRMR
UHRF1 binding: human UHRF1 methylated DNA binding inhibitors; UHRF1 binding to methylated oligo, TR-FRET; inhibition, % at 4.4 µM; hit rate 0.75% among 370,000; in the data active = inhibition above about 21%;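 note: UHRF1 SRA domain binding a hemimethylated CpG hairpin DNA probe; 0% = median of test compound wells and 100% = reference inhibitor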
rCAG binder: molecules binding r(CAG) RNA repeats | hit rate 1.3% among 370,000 | r(CAG) RNA repeat, TO-PRO-1 dye displacement fluorescence | inhibition, % at 3 µM | AID 651821;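 active = inhibition above the plate cutoff, the mean of all test compounds on that plate plus 3 SD, cut at about 35% in these data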;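 note: 0% = DMSO alone and 100% = 100 µM mitoxantrone as full dye displacement; higher means more dye released from RNA so lower well fluorescence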
TCR-CD3 inh: blocks the human TCR-CD3 interaction. TAMRA-labeled TCR probe fluorescence, biochemical. hit rate 0.37% among 360,000. inhibition, % at 9.4 µM; in the data active = inhibition above about 19%;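 note: recombinant mutant TCR 2C K166C tagged with TAMRA read by polarization; 0% = receptor in buffer alone and 100% = receptor with positive control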
SIAE inh: inhibitors of human sialic acid acetylesterase SIAE; Q9HAT2; inhibition, % at 9.66 µM; SIAE FP-Rh probe binding, fluorescence polarization; hit rate 0.69% among 370,000;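 active = inhibition above a cutoff: mean of compounds within the control limits plus 3 SD of those, cut at about 17% in these data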;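 note: 0% = plate median of compound wells and 100% = probe without SIAE protein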
NPR1 activator: GC-A (human) enzyme activation. AID 1671463. HEK293 GC-A cells, cGMP TR-FRET, EC30 ANP; 0% at EC30 ANP, 100% saturating ANP. hit rate 0.14% among 370,000. P16066. activation, % at 10 µM; in the data active = activation above about 40%
HTRA1 inh: HTRA1 (human) protease inhibition | Q92743 | recombinant HTRA1, FP-rhodamine activity-based probe, fluorescence polarization | inhibition, % at 5.96 µM | hit rate 0.5% among 340,000 | AID 504803; in the data active = inhibition above about 36%;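 note: 0% = enzyme with DMSO and 100% = wells lacking enzyme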
* marks the source's active call; other numbers are inactive results; x = not tested or not shown. Some of the compounds tested. The share of hits here may be higher or lower than overall.

SMILES	NPR2 activator	MBD2 inh	mABHD4 FP	PRMT1 FP inh	UHRF1 binding	rCAG binder	TCR-CD3 inh	SIAE inh	NPR1 activator	HTRA1 inh
Cc1cc(=O)[nH]c(SCC(=O)NNC(=O)Cc2ccccc2)n1	-5	4	0	2	-2	-3	3	-2	-3	-4
Cc1ccc(-c2nnc(CSc3nnc(COc4ccccc4)n3-c3ccc(C)cc3)o2)cc1	3	2	-15	0	-4	-4	5	-6	-14	-74
CC(C)(C)C(=O)Nc1ccccc1C(=O)NCCCn1ccnc1	4	3	-7	-2	-1	-1	-4	-2	-2	5
Cc1cc(OCCCC(=O)NNC(=O)c2ccncc2)ccc1Cl	-1	5	2	6	1	-4	5	0	12	-4
CN1CCN(c2ccc([N+](=O)[O-])cc2S(=O)(=O)N2CCOCC2)CC1	2	-5	1	-3	-2	-1	4	7	3	2
Cc1cc(C)n2nc(SCC(=O)NC(=O)c3ccccc3Cl)nc2n1	2	1	8	5	1	1	-5	0	2	7
Cc1ccc(S(=O)(=O)N2CCN(C(=O)COC(=O)COc3ccc(Cl)cc3)CC2)c(C)c1	1	5	-2	-5	3	0	-6	3	4	2
CCn1c(=O)n2n(c1=O)[C@H]1C[N+](Cc3ccc4c(c3)OCO4)=C(N)NC1=C(C)C2	-2	1	1	0	4	x	x	7	3	x
Cc1ccc(-c2nnc(SCC(=O)Nc3ccc4c(c3)OCCO4)n2-c2ccc(Cl)cc2)cc1	2	-3	-3	-6	-3	8	x	1	-2	x
CC(=O)Nc1ccc(OCC(O)Cn2nc(C)c(C)c2C)cc1 (centres undefined)	-2	-5	-1	1	-2	1	4	4	-2	-14
Cc1cc(C)c2cc(CN(CCCN(C)C)C(=S)NCc3ccccc3)c(=O)[nH]c2c1	4	0	5	-1	-1	-2	6	0	-2	6
CCCn1c(N2CCOCC2)nc2c1c(=O)[nH]c(=O)n2C	7	1	0	2	7	-1	9	2	4	2
CC(C)C[C@H](NC(=O)N1CC(=O)Nc2ccccc21)C(=O)N[C@H](Cc1ccccc1)C(=O)O	-5	0	1	5	2	4	-4	1	8	3
COc1ccc(/C=N/Nc2nc(C)cc(-c3ccccc3)n2)c(OC)c1	-4	0	2	-2	-3	-1	-2	-1	-3	1
Nc1nc2n(n1)C(c1cccs1)CC(c1ccc(F)cc1)N2 (centres undefined)	7	-6	5	-1	-6	0	7	5	0	-3
CCCn1c(-c2cccnc2Cl)nc2cc(Cl)c(Cl)cc21	1	5	-9	1	0	-4	6	3	-10	-18
O=C(c1cnn(C(=O)c2ccccc2)c1)c1ccccc1O	-4	-5	9	0	-1	0	6	0	0	-3
Cc1ccc(OS(=O)(=O)c2cn(C)c(=O)n(C)c2=O)cc1C	1	1	4	-1	-2	-1	-1	6	4	2
COC(=O)C(C(=O)OC)c1ccccc1[N+](=O)[O-]	5	-2	-10	-2	0	0	1	4	1	8
C=CCC[C@@H](Cc1ccc(F)cc1)C(=O)OC[C@@H](Cc1c[nH]c2ccccc12)NC(=O)[C@@H](CC=C)CC(=O)NCCO	-3	-3	-17	-5	-2	1	-7	-3	-6	-11
O=C(CCNC(=O)c1ccc(Br)cc1)NNC(=O)COc1ccccc1F	-1	6	-1	-3	-3	0	2	-2	0	3
NC(=O)c1cc(S(=O)(=O)NCc2ccc(Br)cc2)cs1	-4	1	2	-1	-5	-1	3	1	-1	-3
COc1cccc(CO[C@H]2C=C[C@@H](c3ccccc3)O[C@@H]2CO)c1	6	6	-1	0	2	5	x	2	3	x
Cc1ccc(C(=O)NN=C2CCCCCC2)s1	1	3	-5	6	-1	1	-1	-6	0	-14
Cc1nc(SCC(=O)Nc2ccc(S(=O)(=O)N3CCOCC3)cc2)c2c(C)c(C)sc2n1	-1	-4	-5	-5	2	9	-5	-27	3	-9
(list continues)
SMILES	NPR2 activator	MBD2 inh	mABHD4 FP	PRMT1 FP inh	UHRF1 binding	rCAG binder	TCR-CD3 inh	SIAE inh	NPR1 activator	HTRA1 inh
O=C(NC1CCCCC1)C(c1ccccc1)N(Cc1ccco1)C(=O)c1csnn1 (centres undefined)	-4	1	3	-2	-1	0	5	1	-5	-1
O=C(O)CCCCCCNS(=O)(=O)c1ccccc1	-1	-2	4	-1	-1	1	-3	-11	4	-1
CCOc1cc(N2CCOCC2)c(OCC)cc1NC(=O)c1cnccn1	-12	0	-6	4	5	-1	-2	5	-26	x
COc1cccc2cc(C(=O)Oc3ccc(NC(C)=O)cc3)c(=O)oc12	-4	-10	7	1	-6	0	-5	0	6	7
O=C(NCCS(=O)(=O)c1ccc(Br)cc1)c1c(F)cccc1F	2	5	-2	-1	-1	-3	2	5	0	8
O=C(N1CCCCC1)N1CCC(c2nc3ccccc3[nH]2)CC1	1	-3	-3	4	2	-5	-2	-9	-3	-2
COc1ccc(-c2cc3c(=O)n(CC(=O)NCCN4CCCC4)nc(C)n3n2)cc1	-2	-2	-2	2	-5	9	10	1	7	-1
C[C@H]1CN([C@@H](C)CO)C(=O)Cc2cc(NC(=O)Cc3cn(C)c4ccccc34)ccc2O[C@@H]1CN(C)S(=O)(=O)c1cn(C)cn1	7	-3	4	5	1	8	-7	2	-1	-1
CCOC(=O)/C(=C\c1c[nH]c2ccccc12)NC(C)=O	-2	-2	5	-3	-2	0	-9	18*	-3	2
C/C(=N\OCC(=O)NCC(F)(F)F)c1cc2ccccc2o1	8	3	1	0	-2	-3	-1	-4	3	3
CC1CCCN(CC(O)COC(c2ccccc2)c2ccccc2)C1 (centres undefined)	-13	2	-2	12	8	-4	-4	6	-13	-1
NC(=O)c1c(N)[nH]c(C(=O)c2ccccc2)c1-c1ccccc1	0	2	2	0	2	4	-4	2	-1	x
Cc1ccc(NC(=O)CCC(=O)N/N=C/c2ccc(O)cc2)cc1	0	-7	4	-1	1	1	6	3	-6	0
Cc1cc(C)nc(NC(=O)c2ccc(COc3ccccc3Cl)cc2)c1	-4	0	-4	5	4	8	-6	-17	5	-46
O=C(CCc1nnc2n(Cc3ccccc3)c(=O)c3ccccc3n12)NCCN1CCOCC1	1	7	-3	0	1	-1	-12	4	5	-5
N#CC(c1ccccc1)c1cnccn1 (centres undefined)	-4	1	0	-4	-1	1	3	3	0	-1
CC1C(=O)N2CCCc3cc(NC(=O)C4CC4)cc1c32 (centres undefined)	-4	1	-4	-3	2	-1	0	2	3	0
C/C(=N\Nc1nc2ccccc2[nH]1)c1ccc2c(c1)OCO2	0	2	24	-3	-3	2	6	10	0	19
C=CCN1C(=O)[C@H](CC(=O)NCc2ccccc2)[C@@]2(C(=O)OCC)CCCC=C12	2	-8	0	-1	0	1	x	-4	-1	x
COc1ccc(OC)c(NS(=O)(=O)c2c(C)nc3sccn3c2=O)c1	-4	0	7	-2	-1	4	7	14	-1	9
CN(CC(=O)NCCc1ccccn1)S(=O)(=O)c1ccc(Cl)cc1	5	1	-2	-7	1	-2	-5	-7	1	0
CSCCC(NS(=O)(=O)c1ccc(Cl)cc1)C(=O)OCC(=O)c1c(C)[nH]c2ccccc12 (centres undefined)	-5	4	-40	-1	3	6	-8	-45	-3	-59
Cc1ccc(NC(=O)COC(=O)C2CSC3(C)CCC(=O)N23)cc1S(=O)(=O)N1CCOCC1 (centres undefined)	4	0	3	0	-3	-1	0	-6	5	-3
CCCCCC(O)CCC(=O)NNC1=CC(=O)CC(C)(C)C1 (centres undefined)	2	-1	0	-2	-2	-3	4	-17	5	2
Cc1ccc(N=C2CCCCCN2C)c(C#N)c1	0	-5	2	0	0	-5	5	2	1	8

Some of these compounds in order of molar mass, lowest first.
SMILES	NPR2 activator	MBD2 inh	mABHD4 FP	PRMT1 FP inh	UHRF1 binding	rCAG binder	TCR-CD3 inh	SIAE inh	NPR1 activator	HTRA1 inh
N#CC(c1ccccc1)c1cnccn1 (centres undefined)	-4	1	0	-4	-1	1	3	3	0	-1
NC(=O)c1c(N)[nH]c(C(=O)c2ccccc2)c1-c1ccccc1	0	2	2	0	2	4	-4	2	-1	x
C/C(=N\OCC(=O)NCC(F)(F)F)c1cc2ccccc2o1	8	3	1	0	-2	-3	-1	-4	3	3
Nc1nc2n(n1)C(c1cccs1)CC(c1ccc(F)cc1)N2 (centres undefined)	7	-6	5	-1	-6	0	7	5	0	-3
Cc1ccc(NC(=O)CCC(=O)N/N=C/c2ccc(O)cc2)cc1	0	-7	4	-1	1	1	6	3	-6	0
CCCn1c(-c2cccnc2Cl)nc2cc(Cl)c(Cl)cc21	1	5	-9	1	0	-4	6	3	-10	-18
COc1ccc(/C=N/Nc2nc(C)cc(-c3ccccc3)n2)c(OC)c1	-4	0	2	-2	-3	-1	-2	-1	-3	1
NC(=O)c1cc(S(=O)(=O)NCc2ccc(Br)cc2)cs1	-4	1	2	-1	-5	-1	3	1	-1	-3
CCn1c(=O)n2n(c1=O)[C@H]1C[N+](Cc3ccc4c(c3)OCO4)=C(N)NC1=C(C)C2	-2	1	1	0	4	x	x	7	3	x
Cc1cc(C)c2cc(CN(CCCN(C)C)C(=S)NCc3ccccc3)c(=O)[nH]c2c1	4	0	5	-1	-1	-2	6	0	-2	6
CC(C)C[C@H](NC(=O)N1CC(=O)Nc2ccccc21)C(=O)N[C@H](Cc1ccccc1)C(=O)O	-5	0	1	5	2	4	-4	1	8	3
O=C(CCc1nnc2n(Cc3ccccc3)c(=O)c3ccccc3n12)NCCN1CCOCC1	1	7	-3	0	1	-1	-12	4	5	-5
Cc1ccc(-c2nnc(CSc3nnc(COc4ccccc4)n3-c3ccc(C)cc3)o2)cc1	3	2	-15	0	-4	-4	5	-6	-14	-74
Cc1ccc(-c2nnc(SCC(=O)Nc3ccc4c(c3)OCCO4)n2-c2ccc(Cl)cc2)cc1	2	-3	-3	-6	-3	8	x	1	-2	x

Additional records:
SMILES	NPR2 activator	MBD2 inh	mABHD4 FP	PRMT1 FP inh	UHRF1 binding	rCAG binder	TCR-CD3 inh	SIAE inh	NPR1 activator	HTRA1 inh
O=C(NC(CC(=O)N1CCCC(C(F)(F)F)C1)c1ccccc1)c1ccccc1Cl (centres undefined)	3	5	6	-1	0	-7	10	3	-1	4
N#CC1=C(N)Oc2n[nH]c(-c3cccs3)c2C1C1C=CCCC1 (centres undefined)	-11	-1	-34	-1	-7	14	-1	-11	-22	-46
C/C(=N\NC(=O)CNc1cccc(C(F)(F)F)c1)c1cccc(Br)c1	-4	-3	-7	-1	1	3	-1	-3	-2	-26
Cn1c(SCC(=O)Nc2nncs2)nnc1C1CC1	3	4	2	0	9	7	10	2	-1	2
CC(=O)c1cccc(NC(=O)c2cc(C)nn2-c2ccccc2)c1	0	0	-3	3	0	2	10	-5	1	7
CCC(C)(C(=O)NC1CCCC1)N(C(=O)CC1NC(=O)NC1=O)c1ccc(C)cc1 (centres undefined)	-5	6	-6	3	4	-3	0	-2	2	1
